Myeloid diff 2 = compounds promoting myeloid differentiation. 1% of 360,000 active. ER-HoxA9 myeloid progenitors, lysozyme-GFP differentiation, flow cytometry. calls only at 10 µM. AID 624256;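 active means normalized GFP-positive differentiation at or above the plate's own cutoff, the solvent-only control mean plus 3 SD; inconclusive means no clear call, values can overlap the other calls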;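 further: cells exposed to compound for four days before flow analysis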
WT yeast gro inh = growth inhibition of WT yeast, mitochondrial fusion screen; mitochondrial fusion phenotypic screen, WT strain; inhibition, % at 10 µM; 2.1% of 190,000 active; in the data active means inhibition above about 58%; tested in S. cerevisiae
K1F lysis inhibition = inhibition of K1F phage lysis, E. coli UTI89, bacterial capsule biogenesis inhibitors, alamar blue (AID 488966) | E. coli UTI89 K1F phage lysis, alamar blue, 2 h; higher % means a stronger effect | inhibition, % at 100 µM; hits with a dose series show IC50 in µM | 0.02% of 340,000 active;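 active means phage lysis inhibition, versus mean bacterial control, above a set limit; inconclusive means no clear call, values can overlap the other calls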;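 further: capsule biogenesis inhibitors block K1F phage lysis so surviving cells raise fluorescence; higher fluorescence means more inhibition of phage lysis; actives were called in the ten point dose series up to 300 µM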
human PMI inhibition = inhibitors of human PMI, primary screen, biochemical, fluorescence intensity, coupled assay (AID 1209) | one-dose inhibition, % at 20 µM; IC50 in µM for titrated hits | purified PMI enzyme, coupled fluorescence intensity; higher % means a stronger effect | 0.42% of 190,000 active;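 further: plate controls were DMSO vehicle for no effect and wells lacking substrate for full effect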
Hep lipid drop = modulators of hepatic lipid droplet formation; AID 1656; 0.4% of 240,000 active; AML12 mouse hepatocytes, oleate lipid droplets, BODIPY imaging; inhibition, % at 6.5 µM;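 active means lipid droplet intensity inhibited by at least 50%, with more than 500 cells counted; inconclusive means wells with under 300 cells, treated as cytotoxic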
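System: AML12 hepatocytes (mouse). Probe or stimulus: oleic acid at 100 µM to induce lipid droplet formation. Times: overnight treatment with compound plus oleate. Detection: Image-based BODIPY and DAPI two-channel analysis. Evaluation: percent inhibition of filter-corrected integrated lipid droplet intensity per well.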
M1AAP inhibition = P. falciparum M1AAP inhibitors, biochemical, fluorogenic H-Leu-NHMec substrate, 1536-well (AID 1445). recombinant M1AAP, H-Leu-NHMec fluorogenic kinetic assay; higher % means a stronger effect. 0.42% of 220,000 active. inhibition, % at 30 µM, or IC50 in µM where a hit was titrated;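 active means primary inhibition above the hit cutoff, then over 50% inhibition at one or more dose response concentrations, cut at about 23% in these data, passing the limit was not always enough; inconclusive means conflicting primary data, or primary hits not chosen for dose response; inactive means low primary inhibition, or under 50% at every dose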;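 further: plate controls were DMSO full reaction for no effect and no enzyme background for full effect; strong numbers were not always called active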
PMI inhibition = MPI inhibition at elevated mannose 6-phosphate – biochemical, fluorescence intensity, high mannose 6-phosphate, primary screen (AID 1220) | recombinant PMI enzyme, coupled fluorescence intensity; higher % means a stronger effect | one-dose inhibition, % at 20 µM; IC50 in µM for titrated hits | 0.66% of 190,000 active
TNAP activators = stimulation of alkaline phosphatase TNAP activity – biochemical, luminescent, no phosphate acceptor, uHTS, primary screen (AID 1001). one-dose activation fold at 20 µM; EC50 in µM for titrated hits. purified TNAP, luminescent activation assay, no phosphate acceptor; higher activation fold means a stronger effect. 0.03% of 200,000 active; in the data active means activation fold from about 3, or a potency from the dose series; inactive means the rest, 99 in 100 with activation fold below about 1.6; further: many of its hits are not listed in these tables
ER stress rescue = protection against thapsigargin-triggered cell killing – 384-well, CSM14.1, ATP luminescence, primary screen (AID 1222). CSM14.1 thapsigargin-induced death rescue, ATP luminescence; higher % means a stronger effect. cellular ATP content (survival), % at 20 µM; hits with a dose series show EC50 in µM. 190,000 tested, under 10 active;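 active means EC50 below 50 µM in the dose-response confirmation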;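 further: death triggered by thapsigargin at about 15 µM added after 2 h compound pretreatment; cell ATP read after overnight thapsigargin exposure of roughly 18 to 22 hours; normalized against plate controls of thapsigargin alone and 5% DMSO vehicle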
WT yeast gro inh mutant strain = recorded beside WT yeast gro inh, whose call it bears; inhibition, %; mitochondrial fusion phenotypic screen, mutant strain inhibition
Hep lipid drop cells 6.5 µM = second read-out of Hep lipid drop, no call of its own (marks repeat the call); cell count; measured here: cell count, cytotoxicity flag;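 cells counted across two imaged fields per well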
Myeloid diff 2 GFP+ MAC1+ % = also measured in Myeloid diff 2; calls as there; GFP+ MAC1+ double positive, %; measured here: differentiation confirmed by MAC1 staining
Starred values were filed as active, the others as inactive; i = inactive; ? = inconclusive; nt = not tested or not shown; [ ] = another dose, or the depositor's remark. Unless noted, no stated cut-off is given here; in the data, active means inhibition above about 50%; inactive means the rest.

Each structure is followed by: Myeloid diff 2 | Myeloid diff 2 GFP+ MAC1+ % | WT yeast gro inh | WT yeast gro inh mutant strain | K1F lysis inhibition | human PMI inhibition | Hep lipid drop | Hep lipid drop cells 6.5 µM | M1AAP inhibition | PMI inhibition | TNAP activators | ER stress rescue
1: CCOC(=O)CSc1nnc(Cn2nnc(-c3ccccc3)n2)n1CC
  i | 0.6 | -3 | -7 | 0.1% | 5% | -18 | 680 | -1% | 3% | 1.2 | 0.3%
2: CCc1ccc(NC(=O)C(C)Oc2nnc(-c3cccs3)c(-c3cccs3)n2)cc1 (stereo unspecified)
  i | 0.5 | 8 | -8 | 0.2% | 10% | -8 | 762 | 2% | 0% | 1 | -2.4%
3: NC(=O)c1ccc(NS(=O)(=O)c2ccccc2F)cc1
  i | 7.4 | -7 | 10 | 4.1% | 4% | nt | nt | -1% | 6% | 1.1 | -0.9%
4: COc1cc(/C=C/c2nc(N)nc(-c3ccccc3O)n2)cc(OC)c1OC
  i | 1.0 | 0 | -5 | 2.2% | 22% | 28 | 595 | 10% | 12% | 1 | -4.9%
5: CS(=O)(=O)N1CCN(C(=O)c2cc(-c3cccnc3)nc3ccc(Br)cc23)CC1
  i | 0.7 | 3 | -7 | -0.5% | -10% | 9 | 684 | 0% | -6% | 1.1 | -2.6%
6: CC1CCCCN1C(=O)CSc1nnc(-c2cccnc2)n1C1CCCCC1 (stereo unspecified)
  i | 1.7 | 0 | -3 | 2.0% | 14% | -2 | 627 | 4% | 13% | 1.1 | -0.2%
7: O=C(Nc1cccc(NC(=O)c2cccnc2Cl)c1)c1ccco1
  i | 0.8 | -6 | -8 | -0.1% | 0% | -10 | 724 | 7% | 3% | 1 | -1.8%
8: COC(=O)c1cc(=O)n(Cc2ccc3c(c2)OCO3)c(=Nc2ccccc2)s1
  i | 1.1 | 2 | -10 | -0.5% | 4% | 2 | 624 | 26%* | 4% | 1 | nt
9: CCOc1nc(C)ccc1-c1noc(C)n1
  i | 1.2 | 1 | 16 | 1.3% | 5% | nt | nt | 4% | 3% | 1.1 | -2.0%
10: Cc1ccc(N2C(=O)C3CCC(C)(C2=O)C3(C)C)cc1C (stereo unspecified)
  i | 0.6 | 13 | -4 | 0.1% | 13% | 3 | 702 | -1% | 2% | 1.1 | 4.0%
11: O=C1N(Cc2cccc(Cl)c2)C[C@@H]2C[C@@H](c3cccc4cccnc34)N3CCC[C@@]123
  i | 0.3 | 15 | 2 | 0.5% | 2% | -46 | 565 | -2% | 1% | 1.1 | -0.2%
12: CCOc1ccc(S(=O)(=O)NCCC(=O)NCc2ccco2)cc1
  i | 0.8 | -3 | -2 | 3.5% | 0% | 3 | 733 | 2% | -7% | 1.1 | 0.3%
13: CC1CCN(c2nc3ccccc3nc2C(C#N)C(=O)NC2CCCCC2)CC1 (stereo unspecified)
  nt | nt | nt | nt | nt | 10% | 11 | 781 | nt | 8% | 1.1 | -4.0%
14: O=C(Nc1ccccc1F)Nc1ccccc1Br
  i | 0.4 | -14 | -15 | 0.0% | -1% | 11 | 665 | 3% | 4% | 1.1 | 0.6%
15: Cc1ccc(OCC(=O)Nc2ccc(CN3CCCCC3)cc2)c(C)c1
  i | 0.9 | 12 | 11 | -3.6% | 8% | -7 | 670 | 1% | 6% | 1.1 | -2.2%
16: CCOC(=O)Cc1cnc(N)s1
  i | 0.6 | -16 | -11 | 0.4% | 2% | 0 | 708 | 12% | -4% | 1 | 0.0%
17: O=C(NCc1cccnc1)c1cc(S(=O)(=O)N2CCCCC2)ccc1Cl
  i | 0.5 | -6 | 7 | 0.9% | 13% | 8 | 648 | -6% | 10% | 1.1 | -1.7%
18: COc1ccccc1CNc1ncnc2nc[nH]c12
  i | 1.7 | -23 | -4 | 0.0% | 3% | 2 | 609 | -2% | -3% | 1.5 | nt
19: O=C(NCCc1ccncc1)Nc1ccccc1Cl
  i | 5.5 | 2 | -50 | 0.3% | 7% | -1 | 728 | -12% | 7% | 1 | -0.1%
20: COc1ccc(NC2=CC(c3ccc(OC)cc3)N(c3ccc(OC)cc3)C2=O)cc1 (stereo unspecified)
  i | 0.6 | -10 | 9 | 0.0% | -2% | -14 | 712 | 4% | 11% | 1.1 | -0.4%
21: O=C1/C(=C/N(C(=O)c2ccco2)c2ccc(Cl)cc2)Sc2ccccc21
  i | 0.4 | 4 | 11 | 0.9%[50 µM] | -8% | 24 | 616 | 9% | -3% | 1.1 | -4.8%
22: CC(C)C[C@H](NC(=O)c1nc[nH]c1C(=O)N1CCc2ccccc2C1)C(=O)OC(C)(C)C
  i | 0.9 | nt | nt | -0.1% | nt | -3 | 707 | -3% | nt | nt | nt
23: O=C(O)CCn1cc(/C=C/C(=O)c2ccc(Cl)cc2)c(-c2cccc(Br)c2)n1
  i | 0.6 | nt | nt | -0.3% | nt | 0 | 698 | 11% | nt | nt | nt
24: CCOC(=O)c1ccc(NC(=O)C(C)Sc2nc(O)c(-c3ccccc3)c(=O)[nH]2)cc1 (stereo unspecified)
  i | 0.0 | 5 | 1 | 13% | -4% | 1 | 664 | 5% | 13% | 1.1 | 1.1%
25: COC(=O)COc1cccc2c(=O)n(CC(=O)NCCc3ccc(OC)c(OC)c3)ccc12
  i | 2.2 | -4 | -26 | -1.2% | -9% | 2 | 738 | 3% | -5% | 1 | -2.5%
26: COc1cc(C2NC(=O)NC(O)(C(F)(F)F)C2C(C)=O)cc(OC)c1OC (stereo unspecified)
  i | 0.3 | -12 | -4 | 3.1%[50 µM] | -7% | nt | nt | 2% | -9% | 1.1 | -1.7%
27: CC(=O)Nc1nnc(SCc2ccc(F)cc2)s1
  i | 5.9 | 6 | 20 | 1.5%[50 µM] | -5% | nt | nt | 4% | 0% | 1 | -0.7%
28: COc1cc(OC)cc(-c2cc3nc(C)c(CCC(=O)NCc4ccccc4)c(C)n3n2)c1
  i | 0.9 | nt | nt | -0.4% | nt | 2 | 736 | 9% | nt | nt | nt
29: CC(NC(=O)c1ccc(N2CCNCC2)c([N+](=O)[O-])c1)C12CC3CC(CC(C3)C1)C2 (stereo unspecified)
  nt | nt | 12 | 14 | nt | -2% | 8 | 773 | 4% | -1% | 1 | -3.2%
30: COc1ccccc1NC(=O)C(Cc1ccc(Cl)cc1)c1nn[nH]n1 (stereo unspecified)
  i | 0.8 | 20 | 23 | -0.4% | 7% | 6 | 633 | 0% | 3% | 1.2 | nt
31: CCO[C@@H]1OC(C(=O)O)=C[C@H](c2ccc3c(c2)OCO3)[C@H]1CCCO
  i | 2.6 | -2 | -6 | 1.3% | 0% | 9 | 698 | 11% | -4% | 1 | 0.4%
32: CCCCNC(=O)CSc1nc2cc(OC)c(OC)cc2c(=O)n1Cc1ccc(OC)cc1
  i | 1.6 | 16 | -4 | 0.1% | 9% | nt | nt | -10% | -1% | 1.2 | -0.5%
33: COc1ccc(-c2oc(NC(=O)c3ccc(C)cc3)c(C#N)c2-c2ccc(OC)cc2)cc1
  i | 1.5 | 10 | -1 | 4.0% | 15% | 14 | 765 | 4% | 9% | 1 | -4.0%
34: Cc1nnc(SCC(=O)Nc2ccc(Oc3ccccc3)cc2)n1N
  i | 1.6 | 8 | 19 | 0.7% | 8% | 25 | 727 | 2% | 2% | 1.1 | 4.9%
35: O=C(Cn1c2c(sc1=O)C1c3ccccc3OCC1CS2)Nc1ccc(Cl)cc1 (stereo unspecified)
  i | 0.4 | 11 | 4 | 1.1% | 5% | -13 | 648 | 3% | 9% | 1.1 | 4.5%
36: CN1CCN(CC(=O)n2c3c(c4ccccc42)CCCC3)CC1
  i | 1.9 | 0 | 5 | 10% | 25% | nt | nt | 9% | 46% | 0.9 | -1.6%
37: O=C(Nc1ccccc1C(F)(F)F)c1cc(-c2ccccc2O)on1
  i | 3.1 | 4 | -9 | 3.5% | -3% | -119 | 786 | -2% | -6% | 1 | -0.2%
38: Cc1ccccc1C(=O)OCCCN=C1NS(=O)(=O)c2ccccc21
  i | 2.1 | -3 | -10 | 1.4% | 12% | -3 | 722 | 10% | 8% | 1.1 | -1.0%
39: O=C(Cc1ccc(Cl)cc1Cl)Nc1cccc(S(=O)(=O)Nc2ccccc2F)c1
  i | 0.9 | 22 | 23 | -0.6% | 59%* | 2 | 648 | 8% | 42% | 1.1 | -1.9%
40: COc1ccc(OC)c(C(C)NC=O)c1 (stereo unspecified)
  i | 7.2 | 11 | -8 | 0.8% | 6% | -2 | 704 | 7% | 2% | 1.1 | nt
41: O=C(CCCn1c(=S)[nH]c2ccsc2c1=O)Nc1ccc2c(c1)OCO2
  i | 0.4 | -15 | -1 | 0.5% | -11% | 4 | 658 | 5% | 18% | 1 | -1.0%
42: COc1ccc(S(=O)(=O)N2CCCC(C(=O)N3CCN(C)CC3)C2)cc1C (stereo unspecified)
  i | 0.6 | 3 | -17 | 3.8%[50 µM] | 4% | -17 | 649 | 11% | 9% | 1.1 | 0.1%
43: Cc1cnn(C(=O)c2ccccc2Br)c1
  nt | nt | 4 | -7 | nt | 12% | -8 | 737 | 1% | 6% | 1.1 | -1.4%
44: Cc1cccc(NC(NC(=O)c2ccccc2[N+](=O)[O-])C(Cl)(Cl)Cl)c1 (stereo unspecified)
  i | 1.3 | 7 | -26 | 0.2%[50 µM] | 13% | -13 | 605 | ? | 5% | 1.2 | 1.6%
45: Cc1c(C(=O)O)oc2c1/C(=N\O)CCC2
  i | 0.5 | -20 | -14 | -3.1% | -6% | 25 | 717 | 1% | -8% | 1.1 | -0.7%
46: Cc1n[nH]c(C)c1C(=O)CC1(O)C(=O)N(CCc2ccccc2)c2ccc(Br)cc21 (stereo unspecified)
  i | 6.4 | 8 | 38 | 2.9% | 15% | nt | nt | 3% | 16% | 1 | 0.0%
47: CCn1cc(C(=O)NCc2ccco2)c(=O)c2cc(S(=O)(=O)N3CCc4ccccc4C3)ccc21
  i | 1.2 | -6 | -16 | 8.3% | 8% | nt | nt | -10% | 12% | 1.1 | 0.5%
48: O=C(CCSc1ccc(Cl)cc1)NN=C1CCCCCC1
  i | 0.3 | -3 | 6 | -0.4% | 0% | 6 | 754 | 3% | 2% | 1.1 | -0.2%
